tim10-1 inh – tim10-1 yeast growth inhibition. S. cerevisiae tim10-1 ts strain growth, BacTiter-Glo, 24 h. inhibition, % at 20 µM. actives 2.2% (n = 330,000). AID 463190;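 active = inhibition of at least 40%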;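 note: mutant grown at 25 °C; 0% = DMSO wells with yeast and 100% = wells holding no yeast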
MPTP block – blocks calcium-induced mitochondrial swelling. isolated mouse mitochondria, Ca2+ swelling absorbance, 30 min. inhibition, % at 10 µM. actives 1.4% (n = 360,000). AID 602449;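 active = inhibition of 50% or more, scaled per plate between neutral and stimulator controls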;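 note: 0% = DMSO wells given calcium and 100% = 1 mM EGTA wells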
tim23-1 inh – tim23-1 yeast growth inhibition; AID 463212; S. cerevisiae tim23-1 growth, BacTiter-Glo luminescence, 24 h; actives 1.3% (n = 330,000); inhibition, % at 20 µM;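 active = growth inhibition of the mutant yeast at or above 50%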;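 note: temperature-sensitive mutant grown at 25 °C; plate controls were DMSO-treated mutant yeast for no effect and medium wells lacking yeast for full effect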
GRIN3A LBD mod – NR3A (human) ligand-binding domain modulation; NR3A LBD differential scanning fluorimetry, Tm shift; 0% = protein alone, 100% = glycine-bound protein; Tm shift relative to glycine control, % at 25 µM; actives 2.5% (n = 340,000);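 active = melting temperature shift of at least 10% of the positive control shift, at one fixed dose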
APJ agonist – agonists of human APJ apelin receptor. P35414. actives 0.11% (n = 330,000). CHO-K1 APJ PathHunter beta-arrestin, luminescence; 0% DMSO wells, 100% apelin. activation, % at 20 µM. AID 2520;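 active = activation more than six SD over the plate average, tested at 20 µM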;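 note: 0% = DMSO alone and 100% = apelin-13 at 10 nM; some results filed as inactive read as strong as hits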
Target sequence (P35414 whole entry, looked up): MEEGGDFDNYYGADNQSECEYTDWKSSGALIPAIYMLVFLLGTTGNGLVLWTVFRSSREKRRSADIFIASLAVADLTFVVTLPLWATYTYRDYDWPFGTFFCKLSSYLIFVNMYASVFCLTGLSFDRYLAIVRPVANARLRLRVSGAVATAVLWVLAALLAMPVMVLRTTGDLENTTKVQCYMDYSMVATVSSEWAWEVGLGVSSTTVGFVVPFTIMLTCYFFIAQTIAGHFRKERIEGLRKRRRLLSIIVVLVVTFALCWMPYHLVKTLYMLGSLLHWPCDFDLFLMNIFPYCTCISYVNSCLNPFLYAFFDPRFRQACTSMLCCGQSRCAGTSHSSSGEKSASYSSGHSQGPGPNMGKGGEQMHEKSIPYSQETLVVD
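Assay system: engineered CHO-K1 APJ arrestin reporter cells; Amount: 1000 CHO-K1 reporter cells seeded per well; Dosing: one dose, 20 µM compound, 1% DMSO; Times: compound stimulation 90 min at 25 °C, detection 60 min; Measured by: luminescent beta-gal fragment complementation, chemiluminescent substrate; Read-out: APJ–arrestin association signal; Controls: DMSO vs Apelin-13 10 nM.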
APJ antagonist – antagonists of human APJ apelin receptor. AID 2521. CHO-K1 APJ beta-arrestin complementation, luminescence. P35414. actives 0.32% (n = 330,000). inhibition, % at 20 µM;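 active = inhibition above about 40% at 20 µM, limit read from the data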;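 note: cells challenged with 10 nM apelin-13 agonist together with compound; plate controls were apelin-13 plus DMSO wells for no effect and DMSO wells lacking apelin-13 for full effect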
NALP3 yeast inh – blocks the NALP3 inflammasome reconstituted in yeast; Yeast reconstituted NLRP3/ASC/caspase-1, beta-gal luminescence, 24 h; inhibition, % at 10 µM; actives 0.39% (n = 330,000);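 active = inhibition of 50% or more; inactive = inhibition below 50%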;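 note: plate controls were induced DMSO wells for no effect and uninduced yeast grown without galactose for full effect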
TIM10 inh – growth inhibitors of TIM10 yeast strain; S. cerevisiae TIM10 strain growth, BacTiter-Glo luminescence, 24 h; inhibition, % at 10 µM; actives 1.4% (n = 330,000);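 active = inhibition of 40% or more at the single tested concentration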;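 note: wild-type TIM10 isogenic control strain grown at permissive 25 °C; 0% = DMSO yeast wells and 100% = minimal medium wells without yeast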
beta cell repl – MIN6 beta-cell proliferation induction; MIN6 cells proliferation, ATPlite luminescence, 48 h; cells starved in 0.2% serum; 100% = growth in 10% serum; proliferation, % at 10 µM; actives 0.29% (n = 330,000); AID 2380;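 active = compounds whose signal lies at least 3.5 SD above the mean of all wells on their plate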;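 note: 0% = DMSO-treated cells in low-serum medium and 100% = 10% serum control; some compounds called inactive have numbers as strong as hits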
* hit, by the source's call; . = not tested or not shown; & = joins results of further samples.

SMILES,tim10-1 inh,MPTP block,tim23-1 inh,GRIN3A LBD mod,APJ agonist,APJ antagonist,NALP3 yeast inh,TIM10 inh,beta cell repl
COC(=O)C1=CN(Cc2ccc(C)cc2)C=C(C(=O)OC)C1c1ccc(F)c(F)c1,27,-2.2,48,3,-3,-1,9,24,-6
O=C(NC1CCCCCC1)c1cc(S(=O)(=O)N2CCOCC2)ccc1F,0,2.1,6,2,-3,14,5,-12,0
Cc1csc(SCC(=O)Nc2cc([N+](=O)[O-])ccc2F)n1,23,-0.7,12,3,-2,20,13,4,-3
CCN(CC)C(=O)c1[nH]cnc1C(=O)Nc1cccc(Cl)c1,28,-1.0,43,-2,-3,6,7,27,-1
Cc1cc(OC(=O)c2ccc(Cl)cc2)cc(=O)n1C,26,-0.3,32,3,4,-12,10,22,-2
COc1ccc(N(Cc2cc3cccc(C)c3[nH]c2=O)C(=O)C2CCCO2)cc1 (centres undefined),-11,0.9,9,1,-4,2,9,10,-2
O=C1c2ccccc2C(=O)N1CCSc1ccccc1,-10,0.1,33,2,-1,1,27,-3,-4
COc1ccccc1OCc1csc(NC(=O)c2ccco2)n1,-21,3.0,9,1,-4,-8,41,2,-5
COc1ccc(S(=O)(=O)N2CCC(C(=O)Nc3c(F)cccc3F)CC2)cc1,-1,1.1,7,-1,2,6,8,6,1
Cc1cccc(C(=O)N2CCN(C(=O)c3cccc(C)c3)C(C)C2)c1 (centres undefined),4,-0.6,10,-1,2,-6,25,15,0
CCC(C)(C)n1nnnc1C(c1ccccc1)N1CCN(Cc2ccccc2)CC1 (centres undefined),18,1.4,7,4,-6,6,18,4,-3
CCC(=O)N(c1nnc(SCC(=O)Nc2ccc(N3CCOCC3)cc2)s1)C1CC1,-10,-0.5,-8,-2,-2,21,14,-17,0
COc1ccccc1C(=O)N(Cc1ccco1)C1CCS(=O)(=O)C1 (centres undefined),7,-2.7,9,1,-5,-13,-2,-12,-1
Cn1cccc1CC(=O)NNC(=O)Nc1ccc(F)cc1,8,2.9,-1,-1,0,-1,-4,-2,0
Nc1ccc(-n2nncc2-c2ccc(Cl)cc2)cc1,22,-2.1,-6,0,-3,-3,-7,3,-1
O=C(CNC(=O)c1ccc(Br)o1)NCCc1ccc(F)cc1,-17,-0.4,8,-1,-6,9,8,-1,-2
Cc1nc(-c2ccccc2)sc1C(=O)/C=C/c1ccccc1,30,-0.2,39,-5,1,12,17,24,-4
CCC(C(=O)Nc1nccs1)c1ccccc1 (centres undefined),13,-0.2,-10,-2,-5,8,3,-1,-3
COc1ccccc1N1C(N)=NC(N)=NC1(C)C,1,-0.2&0.9,14,0,-1,-13,27,3,-3
Cc1ccc(Cn2c(=N)c(C#N)cc3c(=O)n4cccc(C)c4nc32)cc1,12,.,-20,.,-2,12,1,-7,-6
Cc1cc(=O)[nH]c(SCc2cc(=O)n3nc(C)sc3n2)n1,13,-0.4,13,-1,-3,1,19,-6,-2
Cc1cc(NC(=O)CCN2C(=O)C3C4C=CC(C4)C3C2=O)ccc1Br (centres undefined),1,1.3,-23,1,-1,-13,-6,10,-3
CSCC[C@H](NC(=O)OC(C)(C)C)C(=O)N1CCC(C(=O)N[C@H](C(=O)O)C(C)C)CC1,-12,0.4,1,0,-1,11,18,-3,-3
OCCSc1nnc(Nc2ccccc2)s1,4,-5.1,10,4,-2,5,16,-11,-5
Cn1c2ccccc2c2cc(C(=O)N3CCOCC3)sc21,24,0.5,5,-1,-5,10,26,-3,-2
CCCCc1nnc(NC(=O)CSc2nc(=O)cc(N)n2-c2ccccc2)s1,6,-2.3,8,-1,-4,-14,16,3,1
O=C(CSc1nncn1-c1ccccc1)Nc1c(F)cccc1F,-11,-0.1,3,1,-3,15,17,9,-1
COc1cccc(CCNC(=O)CC2C(=O)NCCN2Cc2ccc(Cl)c(F)c2)c1 (centres undefined),14,-3.3,13,-4,-3,-6,16,3,-3
COc1ccc(NC(=S)N2CCC(NC(=O)C3CCCCC3)CC2)cc1,-21,0.5,-1,-2,-2,6,11,-16,-1
COc1cccc(C(=O)/C=C/Nc2cccc(O)c2)c1,13,0.5,21,13*,-1,6,11,25,-5
CCn1nnc2cc(C(=O)NCC(c3ccccc3OC)N(C)C)ccc21 (centres undefined),25,-0.2,29,-1,-1,9,5,0,3
COc1ccc(OC)c(S(=O)(=O)N2CCCC(N3CCN(c4ccccc4)CC3)C2)c1 (centres undefined),20,-1.3,8,-1,-4,-34,-14,-9,2

A run of entries from the list above:
SMILES,tim10-1 inh,MPTP block,tim23-1 inh,GRIN3A LBD mod,APJ agonist,APJ antagonist,NALP3 yeast inh,TIM10 inh,beta cell repl
Cn1c2ccccc2c2cc(C(=O)N3CCOCC3)sc21,24,0.5,5,-1,-5,10,26,-3,-2
CCCCc1nnc(NC(=O)CSc2nc(=O)cc(N)n2-c2ccccc2)s1,6,-2.3,8,-1,-4,-14,16,3,1
O=C(CSc1nncn1-c1ccccc1)Nc1c(F)cccc1F,-11,-0.1,3,1,-3,15,17,9,-1
COc1cccc(CCNC(=O)CC2C(=O)NCCN2Cc2ccc(Cl)c(F)c2)c1 (centres undefined),14,-3.3,13,-4,-3,-6,16,3,-3
COc1ccc(NC(=S)N2CCC(NC(=O)C3CCCCC3)CC2)cc1,-21,0.5,-1,-2,-2,6,11,-16,-1

Later entries.
SMILES,tim10-1 inh,MPTP block,tim23-1 inh,GRIN3A LBD mod,APJ agonist,APJ antagonist,NALP3 yeast inh,TIM10 inh,beta cell repl
O=C(NCCO)c1ccc2c(c1)S(=O)(=O)c1ccccc1C2=O,11,-1.4,-3,0,20,-20,9,-9,-4
CC(=O)O/N=C/c1c(Cl)n(C)c2ccccc12,7,-1.6,2,0,-4,-12,15,-4,-1
COc1ccc(OC)c(-c2cc(C(=O)Nc3ccccc3C(N)=O)c3ccccc3n2)c1,28,0.5,35,11*,3,11,13,10,-4
Cc1ccc(C)c(S(=O)(=O)Nc2ccc(C(=O)NCCc3ccccn3)cc2)c1,4,-0.1,2,-1,2,16,1,-2,0
O=C(C1=C(O)C(=O)N(CC2CCCO2)C1c1ccccc1)c1ccco1 (centres undefined),-21,-0.2,-12,0,1,13,-5,-11,0
CC(C)(C)c1ccc(C(=O)NC(=S)NCc2cccnc2)cc1,38,-0.1,45,-3,-11,0,20,41*,-2
COc1ccccc1CNC(=O)/C=C/c1cc2c(cc1Br)OCO2,33,-3.9,19,0,5,-9,14,15,-3
Cc1ccc(N2CCN(/N=C/c3ccccc3)CC2)cc1,12,-0.3,18,0,-1,-1,6,4,-3
O=C(OCC(=O)c1cccs1)c1cccc(C(=O)OCC(=O)c2cccs2)n1,16,-0.9,12,-1,-5,10,5,13,2
CC(=O)Nc1ccc(S(=O)(=O)NCc2nc(-c3ccc(C)cc3)no2)cc1,8,-1.4,-2,0,2,17,4,17,0
CCCCNC(=O)O/N=C(\N)CS(=O)(=O)C(C)(C)C,8,2.7,12,6,-1,-10,17,9,-2
CCOc1ccc(C(=O)NNC(=O)c2cc(S(=O)(=O)N3CCOCC3)ccc2Cl)cc1,-5,0.2,6,1,0,-72,15,1,-4
COc1ccc(CNC(=O)CN(Cc2ccc(F)cc2)C(=O)CCC(=O)Nc2nccs2)cc1,-15,2.6,-4,-1,-2,3,7,12,4
COc1ccccc1/C=N/NC(=O)CC(=O)Nc1ccc(Cl)c(Cl)c1,21,9.9,12,8,0,-3,17,7,-2
O=C(CCN1C(=O)COc2ccccc21)NCCC1=CCCCC1,18,0.7,15,-5,0,13,-10,12,-1
CC(NC(=O)Cc1cccs1)c1ccc2c(c1)OCO2 (centres undefined),20,-1.0,17,0,2,-25,3,-13,1
COC(=O)CSC1=C(C#N)C(c2ccsc2)CC(=O)N1 (centres undefined),28,0.4,25,-1,4,-4,6,1,0
COC(=O)c1sccc1NC(=O)C1CC2CCC1C2 (centres undefined),12,0.0,4,1,-4,14,15,15,1
CC1CCCN(C(=S)NC2CCCC2)C1 (centres undefined),13,-0.5,7,0,3,4,-18,-1,1
O=C1COc2ccc(-c3csc(NCC4CCCO4)n3)cc2N1 (centres undefined),20,-0.3,15,1,-3,12,-8,18,-2
N#Cc1ncc(C(F)(F)F)cc1Sc1ccccc1N,-33,-1.1,-32,2,-2,18,-21,-22,2
COc1cc(CC(=O)NNC(=O)c2cccs2)cc(OC)c1OC,-15,-2.5,-11,0,-1,6,-3,-4,-3
CCSc1cc(N2CCCC2)nc(-c2cccc(C)c2)n1,-4,3.9,-4,0,2,-9,13,0,-3
CC(=O)Nc1ccc(NC(=O)Nc2ccccc2C)cc1,-2,1.8,2,-3,-1,-5,-11,-12,-2
CCn1c(C)nc2cc(C(=O)NNC(=S)Nc3ccc(Cl)cc3)ccc21,10,2.5,7,-6,-1,24,16,1,3
O=C1CC(c2cc(F)ccc2F)c2cc3c(cc2N1)CCC3 (centres undefined),35,3.2,47,-4,-2,13,26,32,-4
O=C(COC(=O)c1ccccc1NC(=O)c1ccco1)NCc1ccc2c(c1)OCO2,-7,-1.4,-33,0,-2,31,27,-9,-1
O=c1oc2ccc(C#CC3(O)CCCCC3)cc2cc1-n1cc(C2(O)CCCCC2)nn1,21,-0.1,11,2,0,4,-6,2,2
COC(=O)[C@@H]1C[C@@H](c2ccccc2)[C@H](C)C1(C)C,2,0.3,11,0,0,9,2,8,-1
Cc1ccc(S(=O)(=O)/C(C#N)=C/c2ccccc2OCc2ccccc2)cc1,39,-0.3,41,1,-1,-13,22,37,2
O=C(CN1CCN(c2ccccc2)CC1)N1CCc2ccccc21,14,0.8,9,-1,-4,-9,14,-17,-5
CC(=O)c1ccc(NC(=O)COC(=O)c2ccccc2N=Nc2ccc(N(C)C)cc2)cc1,20,-0.5,21,-18,2,21,16,15,0
N#CCC(=O)NCC1(c2ccccc2)CCCC1,1,1.5,2,2,-6,-14,13,-11,-2
CC(=O)c1ccc(OCCCC(=O)Nc2ccc(C)c(S(=O)(=O)N3CCCCC3)c2)cc1,15,3.6,0,-7,5,-9,14,-8,-2
Cc1ccc(S(=O)(=O)Nc2cccc(C(=O)NCc3ccc(S(N)(=O)=O)cc3)c2)cc1,-8,0.5,5,0,-5,11,34,4,1
CC1(C(=O)NC2CCCCCCC2)CCC(=O)N1Cc1cccs1 (centres undefined),9,-2.5,27,-2,-7,13,9,5,1
CN(C)c1ccc(/C=C/C(=O)c2c(O)c3ccccc3oc2=O)cc1,-2,1.4,19,0,-2,-1,16,13,-5
Cc1ccc(OCC(=O)Nc2ccc3c(c2)nc(CCN2CCC(C)CC2)n3C)cc1,0,0.2,9,-1,-1,-17,-3,1,-2
CCOC(=O)C1=C(c2ccccc2)NC(=O)NC1c1ccsc1 (centres undefined),-10,1.0,-9,0,3,10,5,0,-2
CC(=O)c1ccc(NC(=O)NCc2ccc(F)cc2)cc1,-19,0.7,10,-3,0,-12,19,-6,-1
C=CC(=O)OCCOCCOCCOCCOC(=O)C=C,2,-1.3,11,-1,-1,13,9,13,4
COc1cccc(C(=O)Nc2ccccc2OC(F)(F)F)c1,22,1.7,12,2,-2,11,19,0,-3

Screening results (PubChem)
